Screening data as filed in PubChem.
CHO parental Ca = counter-screen: ATP calcium response change in parental CHO cells; parental CHO-K1, ATP-induced calcium, Fluo-8 fluorescence; inhibition, % at 5.6 µM; actives 0.63% (n = 330,000); AID 463079;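 active means inhibition above that plate's mean sample inhibition plus 3 SD, cut at about 26% in these data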;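 further: 0% = ATP-challenged DMSO wells and 100% = DMSO wells without ATP; some compounds past the cut are filed as inactive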
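Material: Parental CHO cells | Reagent: ATP | Compound dosing: Single nominal dose of 5.6 µM per compound | Detection: Intracellular calcium via Fluo-8 no-wash fluorescent dye | Read-out: % inhibition of ATP-induced calcium mobilization | Benchmarks: Low control ATP plus DMSO, high control DMSO only | Replicates: Singlicate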
M4 ag = agonists of human muscarinic M4 receptor (CHRM4); P08173; CHO-K1 hM4/Gqi5, Fluo-8 calcium fluorescence; vehicle 0%, full acetylcholine response 100%; activation, % at 3 µM; actives 0.14% (n = 360,000); AID 624127;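 active means activation above the run mean over all test wells plus 3 SD, cut at about 32% in these data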;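 further: peak over basal fluorescence ratio per well then scaled between controls; 0% = DMSO wells and 100% = acetylcholine at EC100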
CHO-K1 Ca antag = counter-screen for M1 antagonists: effect in parental CHO-K1 cells | ATP-induced calcium, Fluo-8 fluorescence | inhibition, % at 3 µM | AID 602250 | actives 0.6% (n = 360,000);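 active means inhibition above a per-plate cutoff, the plate's mean sample inhibition plus 3 SD, cut at about 24% in these data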;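 further: 0% = DMSO plus EC80 ATP and 100% = DMSO alone without ATP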
CHRM1 antagonist = human CHRM1 antagonism. P11229. CHO-K1 hM1, Fluo-8 calcium fluorescence, ACh EC80 antagonist. inhibition, % at 3 µM. actives 1.3% (n = 360,000). AID 588852;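 active means percent inhibition above its own plate's cutoff, namely the mean of that plate's compound wells plus 3 SD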;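 further: peak over basal fluorescence ratio during 140 s after agonist addition; 0% = ACh EC80 plus DMSO and 100% = DMSO alone without agonist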
Target sequence (P11229 whole entry, looked up): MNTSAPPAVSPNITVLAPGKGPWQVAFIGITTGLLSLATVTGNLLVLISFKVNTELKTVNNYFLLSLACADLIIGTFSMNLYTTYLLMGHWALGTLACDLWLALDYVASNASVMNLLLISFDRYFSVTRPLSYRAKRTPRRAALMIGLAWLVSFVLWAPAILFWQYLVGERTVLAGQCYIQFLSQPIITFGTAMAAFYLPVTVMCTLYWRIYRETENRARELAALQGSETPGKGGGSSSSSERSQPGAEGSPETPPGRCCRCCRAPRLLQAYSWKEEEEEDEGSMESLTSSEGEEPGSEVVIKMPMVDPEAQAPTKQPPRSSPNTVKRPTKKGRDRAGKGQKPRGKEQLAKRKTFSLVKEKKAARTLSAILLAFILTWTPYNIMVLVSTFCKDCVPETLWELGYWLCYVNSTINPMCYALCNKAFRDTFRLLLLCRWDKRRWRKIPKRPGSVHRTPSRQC
CHRM1 PAM = human CHRM1 positive allosteric modulation; CHO-K1 hM1, Fluo-8 calcium fluorescence, ACh EC20; 0% = ACh EC20, 100% = maximal ACh; activation, % at 3 µM; actives 0.088% (n = 360,000); AID 588819; in the data active means activation above about 19%, passing the limit was not always enough
M4 antag = blocks acetylcholine activation of human M4 receptor; AID 624125; CHO-hM4 cells, ACh EC80, Fluo-8 calcium fluorescence; actives 0.73% (n = 360,000); inhibition, % at 3 µM; P08173;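 active means inhibition above its plate's cutoff, the mean inhibition of sample wells plus 3 SD, cut at about 27% in these data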;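 further: 0% = acetylcholine EC80 with DMSO and 100% = DMSO without agonist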
OXTR potentiator = potentiates the human oxytocin receptor response | P30559 | CHO-OTR cells, Fluo-8 calcium fluorescence, potentiator mode; 0% = oxytocin EC15, 100% = EC100 | activation, % at 3 µM | actives 0.061% (n = 320,000);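 active means activation above that plate's cutoff, the mean activation of tested compounds plus 3 SD, cut at about 6.6% in these data, passing the limit was not always enough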;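 further: 100% uses oxytocin at 75 nM as the full agonist control; some results filed as inactive read as strong as hits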
Target sequence (P30559 whole entry, looked up): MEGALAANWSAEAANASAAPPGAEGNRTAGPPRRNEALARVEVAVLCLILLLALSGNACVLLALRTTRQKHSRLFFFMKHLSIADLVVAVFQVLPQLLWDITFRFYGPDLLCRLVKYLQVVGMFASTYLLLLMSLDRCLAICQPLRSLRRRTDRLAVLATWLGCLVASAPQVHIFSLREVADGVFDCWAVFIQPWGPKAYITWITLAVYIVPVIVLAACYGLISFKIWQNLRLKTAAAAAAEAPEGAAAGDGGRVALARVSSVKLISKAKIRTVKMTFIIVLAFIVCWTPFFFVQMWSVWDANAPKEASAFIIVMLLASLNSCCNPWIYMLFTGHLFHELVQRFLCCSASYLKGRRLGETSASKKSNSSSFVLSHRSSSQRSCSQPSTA
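System: human OTR in CHO cells / Also added: sub-maximal oxytocin, roughly EC15 / Control set: EC15 oxytocin low, 75 nM oxytocin high / Schedule: 6 min compound pre-incubation at room temperature, 100 s kinetic read / Compound: single-point 3.0 µM / Replication: singlicate / Technique: Fluo-8 calcium dye fluorescence / Read-out basis: % activation of max/min ratio relative to oxytocin controls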
CHO-K1 Ca ag = nonselective activator or artifact in parental CHO-K1 cells; actives 0.48% (n = 360,000); activation, % at 3 µM; Fluo-8 calcium fluorescence; scaled to maximal ATP response, vehicle zero; in the data active means activation above about 15%;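 further: untransfected CHO-K1 host cells lacking M1 receptor as counterscreen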
M1 ag = agonists of human M1 muscarinic receptor; AID 588814; CHO-K1 hM1, Fluo-8 calcium fluorescence, agonist mode; 0% DMSO, 100% acetylcholine EC100; actives 0.33% (n = 360,000); activation, % at 3 µM; P11229;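 active means activation above the run's mean compound activation plus 3 SD, cut at about 16% in these data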;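 further: peak over basal fluorescence ratio within a 140 s kinetic read after compound addition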
* marks the source's active call; other numbers are inactive results.

`C=C(C)CSc1nc2ncccc2[nH]1` gave CHO parental Ca -3.3, M4 ag -0.1, CHO-K1 Ca antag -8.7, CHRM1 antagonist -32.8, CHRM1 PAM 6.2, M4 antag -1.3, OXTR potentiator -14.2, CHO-K1 Ca ag 0.4 and M1 ag -2.7.
Screening COc1ccc2c(CC(=O)N[C@@H](Cc3ccccc3)C(=O)O)cc(=O)oc2c1C returned M4 ag 0.4, CHO-K1 Ca antag -2.5, CHRM1 antagonist -8.6, CHRM1 PAM 9.4, M4 antag -7.5, CHO-K1 Ca ag 0.5 and M1 ag -4.3.
Screening CN(C(=O)CSc1nnc(-c2cccs2)o1)C1CCS(=O)(=O)C1 (stereo not given) returned CHO parental Ca 0.7, M4 ag 2.2, CHO-K1 Ca antag 16.9, CHRM1 antagonist 4.7, CHRM1 PAM 1.4, M4 antag -8.2, OXTR potentiator -6.7, CHO-K1 Ca ag 0.1 and M1 ag -3.5.
Screening Cc1cccc(-n2ncc3c(N4CCC(C)CC4)ncnc32)c1 returned CHO parental Ca -0.9, M4 ag -0.3, CHO-K1 Ca antag -12.1, CHRM1 antagonist -0.4, CHRM1 PAM 1.9, M4 antag -6.2, OXTR potentiator 2.3, CHO-K1 Ca ag 0.0 and M1 ag -1.2.
Screening CC(C)OCCCNC(=O)c1cn(C)c2ccc(S(=O)(=O)N3CCCC3)cc2c1=O returned CHO parental Ca 4.7, M4 ag 0.6, CHO-K1 Ca antag -12.8, CHRM1 antagonist -6.6, CHRM1 PAM 4.4, M4 antag -0.1, OXTR potentiator -11.2, CHO-K1 Ca ag 0.8 and M1 ag 2.7.
Screening COCCn1c(-c2ccccc2)nc2oc3ccccc3c(=O)c2c1=O returned CHO parental Ca -20.2, M4 ag 2.2, CHO-K1 Ca antag -7.0, CHRM1 antagonist 2.2, CHRM1 PAM 8.0, M4 antag -9.5, OXTR potentiator -6.5, CHO-K1 Ca ag 2.2 and M1 ag -4.1.
For CC1(C(=O)NS(=O)(=O)c2ccccc2C(F)(F)F)CCN1C(=O)CCc1ccccc1 (stereo not given) the results were M4 ag 0.4, CHO-K1 Ca antag 2.5, CHRM1 antagonist -17.1, CHRM1 PAM 10.3, M4 antag -1.7, CHO-K1 Ca ag 0.6 and M1 ag -1.6.
`O=[N+]([O-])c1ccc(-n2ccnc2)cc1` gave CHO parental Ca -14.6, M4 ag 1.2, CHO-K1 Ca antag -5.4, CHRM1 antagonist -6.6, CHRM1 PAM 10.0, M4 antag -7.3, OXTR potentiator -3.6, CHO-K1 Ca ag 0.4 and M1 ag -3.5.
`OCCN1CCN(C(=S)c2ccc(Cl)c(Cl)c2)CC1` gave CHO parental Ca 3.0, M4 ag 1.5, CHO-K1 Ca antag -5.9, CHRM1 antagonist 5.2, CHRM1 PAM 2.3, M4 antag 3.1, OXTR potentiator 0.8, CHO-K1 Ca ag 0.6 and M1 ag -1.4.
Screening CC(C)COc1ccc(C(=O)CCN2CCCCC2)cc1 returned CHO parental Ca -16.7, M4 ag 1.8, CHO-K1 Ca antag -5.1, CHRM1 antagonist 22.9, CHRM1 PAM -11.2, M4 antag 17.6, OXTR potentiator -17.2, CHO-K1 Ca ag 0.6 and M1 ag -5.0.
CN(C)CCNc1ncnc2c1ncn2[C@H]1CN(Cc2ccc(-c3ccccc3)cc2)C[C@@H](CO)O1 was read as M4 ag 2.7, CHO-K1 Ca antag -2.2, CHRM1 antagonist -12.9, CHRM1 PAM 3.2, M4 antag -8.4, CHO-K1 Ca ag 1.0 and M1 ag -6.8.
CC(=O)c1c(-c2ccc(Cl)cc2Cl)noc1C was read as CHO parental Ca -7.2, M4 ag -0.9, CHO-K1 Ca antag -9.9, CHRM1 antagonist -17.5, CHRM1 PAM 7.7, M4 antag -2.4, OXTR potentiator 3.0, CHO-K1 Ca ag 0.8 and M1 ag -6.0.
For OC1CCN(Cc2nc(Cc3ccccc3Cl)no2)CC1 the results were CHO parental Ca -2.3, M4 ag 0.2, CHO-K1 Ca antag 3.0, CHRM1 antagonist 9.9, CHRM1 PAM -0.1, M4 antag -1.7, OXTR potentiator -4.9, CHO-K1 Ca ag 0.1 and M1 ag -3.1.
CCN(CC)CC(=O)c1c(N)n(Cc2ccccc2)c(=O)n(C)c1=O was read as CHO parental Ca -12.3, M4 ag 0.5, CHO-K1 Ca antag 3.3, CHRM1 antagonist -9.4, CHRM1 PAM 10.1, M4 antag -2.5, OXTR potentiator -0.6, CHO-K1 Ca ag -0.2 and M1 ag -1.9.
`Cc1ccc(CNC(=O)COC(=O)c2ccc(S(=O)(=O)N3CCOCC3)cc2)cc1` gave CHO parental Ca -12.0, M4 ag 1.7, CHO-K1 Ca antag -11.1, CHRM1 antagonist -21.5, CHRM1 PAM 11.9, M4 antag 0.3, OXTR potentiator -4.5, CHO-K1 Ca ag 0.4 and M1 ag 0.2.
For COC(=O)C(C(=O)OC)c1ncc(C(F)(F)F)cc1Cl the results were CHO parental Ca -6.6, M4 ag 0.2, CHO-K1 Ca antag -9.7, CHRM1 antagonist 8.0, CHRM1 PAM 0.5, M4 antag -8.5, OXTR potentiator -2.5, CHO-K1 Ca ag -0.1 and M1 ag -2.5.
`O=C1CC(C(=O)Nc2ccc(C(=O)N3CCOCC3)cc2)C2(CCCCC2)O1` (stereo not given) gave CHO parental Ca 1.9, M4 ag 0.8, CHO-K1 Ca antag -7.0, CHRM1 antagonist -29.3, CHRM1 PAM 6.2, M4 antag 6.0, OXTR potentiator -8.5, CHO-K1 Ca ag 0.4 and M1 ag -3.8.
CC(C)CC(=O)NC(=S)Nc1ccccc1F was read as CHO parental Ca -0.8, M4 ag 2.0, CHO-K1 Ca antag -8.4, CHRM1 antagonist 1.6, CHRM1 PAM 3.6, M4 antag -5.4, OXTR potentiator -3.1, CHO-K1 Ca ag 0.0 and M1 ag -3.0.
For Cc1ccsc1/C=N/n1cnc2sc(C)c(C)c2c1=O the results were CHO parental Ca -32.1, M4 ag 0.3, CHO-K1 Ca antag 7.8, CHRM1 antagonist -25.9, CHRM1 PAM 13.9, M4 antag 12.1, OXTR potentiator -3.7, CHO-K1 Ca ag -0.4 and M1 ag 4.8.
COc1ccc(OC)c(NC(=O)NCc2cccnc2)c1 was read as CHO parental Ca -4.2, M4 ag 1.3, CHO-K1 Ca antag 15.8, CHRM1 antagonist -4.8, CHRM1 PAM 16.6, M4 antag -3.1, OXTR potentiator -2.2, CHO-K1 Ca ag -0.2 and M1 ag 4.8.

Reprinted at random: 2 compounds from above.
`O=[N+]([O-])c1ccc(-n2ccnc2)cc1` gave CHO parental Ca -14.6, M4 ag 1.2, CHO-K1 Ca antag -5.4, CHRM1 antagonist -6.6, CHRM1 PAM 10.0, M4 antag -7.3, OXTR potentiator -3.6, CHO-K1 Ca ag 0.4 and M1 ag -3.5.
Screening CC(C)OCCCNC(=O)c1cn(C)c2ccc(S(=O)(=O)N3CCCC3)cc2c1=O returned CHO parental Ca 4.7, M4 ag 0.6, CHO-K1 Ca antag -12.8, CHRM1 antagonist -6.6, CHRM1 PAM 4.4, M4 antag -0.1, OXTR potentiator -11.2, CHO-K1 Ca ag 0.8 and M1 ag 2.7.

The results go on.
Cc1cc(N2CCOCC2)nc2ccc(NC(=S)NCCN(C)C)cc12 was read as CHO parental Ca -14.2, M4 ag 0.7, CHO-K1 Ca antag -9.6, CHRM1 antagonist -12.5, CHRM1 PAM -0.2, M4 antag 9.9, OXTR potentiator -8.8, CHO-K1 Ca ag 0.3 and M1 ag 5.3.
CCCC(=O)Nc1cc(OC)c(NC(=O)NC2CCCCC2)cc1OC was read as CHO parental Ca -19.5, M4 ag 2.0, CHO-K1 Ca antag -14.7, CHRM1 antagonist -20.4, CHRM1 PAM 10.7, M4 antag 4.6, OXTR potentiator -1.1, CHO-K1 Ca ag 0.5 and M1 ag -3.9.
For CCCCCCCCN1C(=O)[C@H](CC(=O)N2CCCC2)C[C@@]2(C(=O)OCC)CCCC=C12 the results were M4 ag -2.0, CHO-K1 Ca antag -21.5, M4 antag -16.2 and CHO-K1 Ca ag 0.2.
`CCOC(=O)c1ccc(NCc2nc3ccccc3[nH]2)cc1` gave CHO parental Ca -12.5, M4 ag 5.6, CHO-K1 Ca antag -2.4, CHRM1 antagonist 1.7, CHRM1 PAM -9.4, M4 antag -2.8, OXTR potentiator -8.1, CHO-K1 Ca ag 2.9 and M1 ag -6.0.
For C[C@H](CO)N1C[C@H](C)[C@@H](CN(C)S(=O)(=O)c2ccccc2)Oc2ccc(NC(=O)C3CC3)cc2C1=O the results were CHO parental Ca -5.6, M4 ag 5.5, CHO-K1 Ca antag 9.0, CHRM1 antagonist 4.1, CHRM1 PAM -6.7, M4 antag -21.6, OXTR potentiator -3.0, CHO-K1 Ca ag 1.3 and M1 ag -8.7.
For O=C1OCC/C1=C\OCCCO/C=C1\CCOC1=O the results were CHO parental Ca -9.1, M4 ag -0.9, CHO-K1 Ca antag 6.7, CHRM1 antagonist 3.6, CHRM1 PAM 10.7, M4 antag -11.4, OXTR potentiator -5.5, CHO-K1 Ca ag 0.6 and M1 ag 5.8.
For Cc1ccc2c(c1)cc(CN(Cc1cccs1)C(=O)c1ccco1)c1nnnn12 the results were CHO parental Ca -18.1, M4 ag 2.1, CHO-K1 Ca antag -6.2, CHRM1 antagonist -5.3, CHRM1 PAM -3.7, M4 antag 1.0, OXTR potentiator -9.9, CHO-K1 Ca ag 0.6 and M1 ag -4.4.
For N=c1sccn1CC(=O)Nc1cccc(S(N)(=O)=O)c1 the results were CHO parental Ca 5.2, M4 ag 0.6, CHO-K1 Ca antag 2.4, CHRM1 antagonist 35.5*, CHRM1 PAM 19.4, M4 antag 0.0, OXTR potentiator -1.8, CHO-K1 Ca ag 0.3 and M1 ag -2.5.
Screening CCOC(=O)C1(C)CCCCN1C(=O)c1ccccc1OC (stereo not given) returned M4 ag 0.2, CHO-K1 Ca antag -13.1, CHRM1 antagonist -7.1, CHRM1 PAM 9.4, M4 antag -7.2, CHO-K1 Ca ag 1.6 and M1 ag -1.6.
Cc1cccc2nc(CSc3ccccc3C(=O)O)cn12 was read as CHO parental Ca -3.6, M4 ag 0.7, CHO-K1 Ca antag -12.2, CHRM1 antagonist 4.8, CHRM1 PAM -5.5, M4 antag -6.2, OXTR potentiator -10.1, CHO-K1 Ca ag 1.4 and M1 ag -4.4.
Screening Cc1ccc(NC(=O)CCNS(=O)(=O)c2ccc3c(c2)oc(=O)n3C)cc1C returned CHO parental Ca -17.8, M4 ag 1.5, CHO-K1 Ca antag -23.7, CHRM1 antagonist -6.4, CHRM1 PAM 7.0, M4 antag -5.8, OXTR potentiator 0.0, CHO-K1 Ca ag 1.0 and M1 ag -5.2.
`O=C(Cn1cncn1)N/N=C/c1cccc2ccccc12` gave CHO parental Ca -2.4, M4 ag 1.1, CHO-K1 Ca antag -6.4, CHRM1 antagonist -4.6, CHRM1 PAM 3.6, M4 antag 4.8, OXTR potentiator -3.9, CHO-K1 Ca ag 0.7 and M1 ag -4.2.
